Screens deposited in PubChem BioAssay by several laboratories.
MT1-MMP act inh: inhibitors of human MT1-MMP activation; P50281; HT1080 RFP-PRO-GFP cells, GFP/RFP ratio fluorescence, overnight; percent of plate control window, DMSO zero; GFP/RFP ratio change, % at 20 µM; 360,000 tested, 0.061% active; AID 651647;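 active means GFP/RFP ratio change of at least 30% with cell ATP level not reduced by more than half and red fluorescence within 50% of control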; further: strong numbers were not always called active
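Test system: HT1080 RFP-PRO-GFP cells; Benchmarks: DMSO and RFP-L50D-GFP cell wells; Timing: cells overnight before dosing, compound overnight, 37 °C, 5% CO2; Compound: one 20 µM compound dose with 1% DMSO; Read-out: GFP/RFP fluorescence ratio.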
eLon inh: E. coli protease La inhibition; inhibition, % at 7.94 µM; AID 602123; purified E. coli Lon protease, fluorescence polarization; 360,000 tested, 0.42% active; P0A9M0; in the data active means inhibition above about 13%, passing the limit was not always enough;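 further: 0% = enzyme with probe and DMSO and 100% = no enzyme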
Rpn11 inh: Rpn11 (human) deubiquitinase inhibition; 360,000 tested, 0.59% active; O00487; AID 588493; calls only at 20 µM; human 26S proteasome, Ub4-pepOG fluorescence polarization; 20S core pre-blocked with epoxomicin;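 active means inhibition at 20 µM, scaled to each plate's controls, above about 33%, limit read from the data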
Target sequence (O00487 whole entry, looked up): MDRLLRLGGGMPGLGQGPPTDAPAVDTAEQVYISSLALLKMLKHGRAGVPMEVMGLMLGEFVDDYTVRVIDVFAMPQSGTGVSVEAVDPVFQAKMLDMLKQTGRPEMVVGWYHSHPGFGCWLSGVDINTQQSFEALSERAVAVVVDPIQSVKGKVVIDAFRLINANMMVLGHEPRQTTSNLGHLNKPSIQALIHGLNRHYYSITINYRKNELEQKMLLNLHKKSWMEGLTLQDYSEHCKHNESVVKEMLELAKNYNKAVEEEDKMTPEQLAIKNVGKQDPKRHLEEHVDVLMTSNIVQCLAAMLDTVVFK
FAS TE block: FAS thioesterase (human) inhibition | P49327 | recombinant FAS-TE, OMFH fluorogenic substrate, fluorescence endpoint | inhibition, % at 15 µM | 360,000 tested, 0.67% active;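 active means compounds whose normalised, plate-corrected inhibition of enzyme fluorescence in the single-dose primary screen is 50% or more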;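 further: 0% = DMSO with enzyme and 100% = substrate without enzyme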
MsrA inh: bovine MsrA inhibition; purified bovine MsrA, absorbance read-out; inhibition, % at 15.5 µM; 360,000 tested, 0.75% active; AID 651718; in the data active means inhibition above about 4.5%;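 further: 0% = vehicle wells with enzyme and 100% = reference inhibitor wells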
CSN inh: CSN deneddylation inhibition | Purified CSN, SCF-Nedd8-OG deneddylation, fluorescence polarization | inhibition, % at 12.5 µM | 360,000 tested, 0.38% active | AID 651999;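 active means pattern-corrected inhibition above about 35%, with an unprinted fluorescence ratio check between 0.5 and 1.5, limit read from the data, passing the limit was not always enough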;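 further: 0% = enzyme with substrate and 100% = substrate without enzyme; some results filed as inactive read as strong as hits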
Target sequence (Q92905 whole entry, looked up, one chain of several): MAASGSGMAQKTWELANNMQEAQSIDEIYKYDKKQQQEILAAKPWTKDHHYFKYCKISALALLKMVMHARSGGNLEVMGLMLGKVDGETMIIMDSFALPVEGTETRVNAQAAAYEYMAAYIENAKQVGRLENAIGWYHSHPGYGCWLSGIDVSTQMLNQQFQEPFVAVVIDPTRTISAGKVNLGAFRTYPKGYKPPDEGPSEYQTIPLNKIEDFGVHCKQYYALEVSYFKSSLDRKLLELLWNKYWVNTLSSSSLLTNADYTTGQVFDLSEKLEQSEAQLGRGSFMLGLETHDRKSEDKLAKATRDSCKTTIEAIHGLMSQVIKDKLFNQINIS
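test system = HEK293T-derived human Csn5 enzyme | amount = 0.24 nM Csn5 enzyme, final concentration | medium = Tris/NaCl/DTT buffer, pH 7.5 | schedule = 90 min reaction at room temperature | signal = FP | evaluation = inhibition of Csn5 cleavage, % | compound dosing = single dose of 12.5 µM compound with 0.25% DMSO | probe or stimulus = 10 nM SCFSkp2-Nedd8OG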
MLLE-PAM2 inh: inhibitors of microRNA-mediated deadenylation, human PABP1 MLLE binding. GST-MLLE / FITC-PAM2 fluorescence polarization. inhibition, % at 20 µM. 360,000 tested, 0.36% active; in the data active means inhibition above about 35%, passing the limit was not always enough;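 further: plate controls were DMSO wells with GST-MLLE for no effect and wells lacking GST-MLLE protein for full effect; some results filed as inactive read as strong as hits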
bovine MsrA act: activates bovine MsrA enzyme | AID 602163 | 360,000 tested, 0.3% active | activation, % at 10.6 µM | purified bovine MsrA, absorbance read-out; in the data active means activation above about 7.5%;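 further: 0% = vehicle and 100% = reference activator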
Rin1 Abl inh: human Rin1-Abl interaction inhibition; TR-FRET Rin1/Abl binding, biochemical; inhibition, % at 7.35 µM; 360,000 tested, 0.4% active; AID 588664; in the data active means inhibition above about 5%, passing the limit was not always enough
Starred values were filed as active, the others as inactive.

What do the screens show for `O=C(O)c1cccc(CSc2nnc(-c3cccnc3)o2)c1`?
MT1-MMP act inh: -6; eLon inh: 9; Rpn11 inh: inactive; FAS TE block: -2; MsrA inh: -0.4; CSN inh: 3; MLLE-PAM2 inh: 5; bovine MsrA act: -5; Rin1 Abl inh: -1

Results for N#Cc1cccc(NC(=O)c2cc(C3CCCCN3C(=O)c3ccc4c(c3)CCO4)on2)c1 (centres undefined) ?
MT1-MMP act inh: 0; eLon inh: 6; Rpn11 inh: inactive; FAS TE block: 13; MsrA inh: -0.6; CSN inh: 2; MLLE-PAM2 inh: 6; bovine MsrA act: -2; Rin1 Abl inh: -1

Results for OC(c1ccc(F)cc1)c1nc(-c2cccc(C(F)(F)F)c2)cs1 (centres undefined) ?
MT1-MMP act inh: 1; eLon inh: 1; Rpn11 inh: inactive; FAS TE block: 39; MsrA inh: 0.2; CSN inh: 2; MLLE-PAM2 inh: -5; bovine MsrA act: -1; Rin1 Abl inh: -1

What do the screens show for `O=C(CSc1nc2ccccc2c(=O)n1-c1ccccc1)N1CCc2ccccc2C1`?
MT1-MMP act inh: 1; eLon inh: -1; Rpn11 inh: inactive; FAS TE block: 22; MsrA inh: 0.3; CSN inh: -2; MLLE-PAM2 inh: -4; bovine MsrA act: -3; Rin1 Abl inh: -3

What do the screens show for `Nc1cc(OC(=O)c2ccc(F)cc2)nn1S(=O)(=O)c1ccc(F)cc1`?
MT1-MMP act inh: -3; eLon inh: -3; Rpn11 inh: inactive; FAS TE block: 5; MsrA inh: 1.1; CSN inh: 3; MLLE-PAM2 inh: -12; bovine MsrA act: -3; Rin1 Abl inh: 1

What do the screens show for `CC1(C(=O)NS(=O)(=O)c2cccc(F)c2)CCN1C(=O)C1(c2ccc(Cl)cc2)CCC1` (centres undefined)?
MT1-MMP act inh: -3; eLon inh: -7; Rpn11 inh: inactive; FAS TE block: -6; MsrA inh: 0.0; CSN inh: -3; MLLE-PAM2 inh: -3; bovine MsrA act: 5; Rin1 Abl inh: 0

Results for CCCc1nc2ccc(C)cn2c1Cc1ccccc1C(F)(F)F ?
MT1-MMP act inh: -3; eLon inh: -13; Rpn11 inh: inactive; FAS TE block: 15; MsrA inh: 0.1; CSN inh: 1; MLLE-PAM2 inh: 3; bovine MsrA act: -3; Rin1 Abl inh: -2

What do the screens show for `COc1ccc(OC)c2[nH]c(=O)c(CCNC(=O)C(=O)c3c[nH]c4ccccc34)cc12`?
MT1-MMP act inh: 3; eLon inh: -25; Rpn11 inh: inactive; FAS TE block: -13; MsrA inh: 1.1; CSN inh: 3; MLLE-PAM2 inh: 9; bovine MsrA act: -2; Rin1 Abl inh: 0

Results for COc1ccc(NC(=S)NNC(=O)Cn2nc(C(F)F)cc2C(F)F)cc1 ?
MT1-MMP act inh: -11; eLon inh: 0; Rpn11 inh: inactive; FAS TE block: -15; MsrA inh: 0.0; CSN inh: 7; MLLE-PAM2 inh: 11; bovine MsrA act: 0; Rin1 Abl inh: 2

How did CC(NC(=O)COc1ccccc1)C(=O)N1CCN(c2ccccc2)CC1 (centres undefined) do in these assays?
MT1-MMP act inh: 0; eLon inh: -4; Rpn11 inh: inactive; FAS TE block: -7; MsrA inh: -0.4; CSN inh: 0; MLLE-PAM2 inh: 1; bovine MsrA act: -4; Rin1 Abl inh: 2

How did CC(=O)NC(Cc1ccc(C(C)C)cc1)C(=O)NC1CCN(c2nc(C)cc(C)n2)CC1 (centres undefined) do in these assays?
MT1-MMP act inh: 2; eLon inh: -4; Rpn11 inh: inactive; FAS TE block: 2; MsrA inh: -1.3; CSN inh: -1; MLLE-PAM2 inh: -2; bovine MsrA act: -3; Rin1 Abl inh: 0

What do the screens show for `O=C(NN1C(=O)C2C(C1=O)C1C=CC2C12CC2)c1ccc(Cl)cc1` (centres undefined)?
MT1-MMP act inh: -4; eLon inh: 17; Rpn11 inh: inactive; FAS TE block: -8; MsrA inh: 0.3; CSN inh: 3; MLLE-PAM2 inh: -2; bovine MsrA act: -8; Rin1 Abl inh: -2

What do the screens show for `CCCCC(CC)CO` (centres undefined)?
MT1-MMP act inh: 2; eLon inh: -14; Rpn11 inh: inactive; FAS TE block: -5; MsrA inh: -0.5; CSN inh: -2; MLLE-PAM2 inh: 10; bovine MsrA act: 4; Rin1 Abl inh: 0

Results for Cn1cccc1C(C#N)(CC#N)c1cccc(F)c1C#N (centres undefined) ?
MT1-MMP act inh: -1; eLon inh: 6; Rpn11 inh: inactive; FAS TE block: 0; MsrA inh: 1.1; CSN inh: 101*; MLLE-PAM2 inh: 6; bovine MsrA act: 0; Rin1 Abl inh: -1

How did Cn1nc(-c2ccc3c(c2)OCCO3)c2ccccc2c1=O do in these assays?
MT1-MMP act inh: 3; eLon inh: 0; Rpn11 inh: inactive; FAS TE block: -9; MsrA inh: 3.3; CSN inh: -3; MLLE-PAM2 inh: 0; bovine MsrA act: 0; Rin1 Abl inh: -1

Results for CCOCCc1c(O)nc(SCC(=O)NCc2ccco2)[nH]c1=O ?
MT1-MMP act inh: -1; eLon inh: -4; Rpn11 inh: inactive; FAS TE block: -7; MsrA inh: -1.6; CSN inh: 5; MLLE-PAM2 inh: 33; bovine MsrA act: -6; Rin1 Abl inh: 1

What do the screens show for `Cc1cc(=O)[nH]c(SCC(=O)Nc2nc(-c3ccccc3)c(-c3ccccc3)o2)n1`?
MT1-MMP act inh: 2; eLon inh: 5; Rpn11 inh: inactive; FAS TE block: -5; MsrA inh: 1.0; CSN inh: 4; MLLE-PAM2 inh: -5; bovine MsrA act: -11; Rin1 Abl inh: -2

Results for CCN(CC(=O)Nc1ccc(OC)cc1)C(=O)c1cc2c(s1)CCCCC2 ?
MT1-MMP act inh: 6; eLon inh: -3; Rpn11 inh: inactive; FAS TE block: 6; MsrA inh: -0.7; CSN inh: 1; MLLE-PAM2 inh: -1; bovine MsrA act: -2; Rin1 Abl inh: -1

How did COC(=O)c1ccc(NC(=O)CSc2nnnn2C2CCCCC2)cc1 do in these assays?
MT1-MMP act inh: -1; eLon inh: -1; Rpn11 inh: inactive; FAS TE block: 1; MsrA inh: -0.9; CSN inh: -2; MLLE-PAM2 inh: -8; bovine MsrA act: -6; Rin1 Abl inh: 2

Results for CCCc1nnc(SCC(=O)Nc2nccs2)o1 ?
MT1-MMP act inh: 2; eLon inh: -1; Rpn11 inh: inactive; FAS TE block: -4; MsrA inh: 1.5; CSN inh: 2; MLLE-PAM2 inh: 2; bovine MsrA act: -10; Rin1 Abl inh: -1

How did Nc1nonc1C(=O)NCCNc1ccc([N+](=O)[O-])cn1 do in these assays?
MT1-MMP act inh: 3; eLon inh: -4; Rpn11 inh: inactive; FAS TE block: 2; MsrA inh: 2.0; CSN inh: -3; MLLE-PAM2 inh: -7; bovine MsrA act: -6; Rin1 Abl inh: 2

Results for O=C(c1ccc(N2CN(C(=O)c3ccco3)c3nc4ccccc4nc32)cc1)N1CCOCC1 ?
MT1-MMP act inh: 3; eLon inh: 4; Rpn11 inh: inactive; FAS TE block: 12; MsrA inh: 0.3; CSN inh: -2; MLLE-PAM2 inh: 4; bovine MsrA act: -3; Rin1 Abl inh: 1

Results for CC(C)(C)c1ccc(S(=O)(=O)NCC(=O)N2CCN(C(=O)c3ccco3)CC2)cc1 ?
MT1-MMP act inh: 10; eLon inh: -5; Rpn11 inh: inactive; FAS TE block: -5; MsrA inh: -1.4; CSN inh: -2; MLLE-PAM2 inh: 4; bovine MsrA act: -1; Rin1 Abl inh: 0

Results for CCN(CC(=O)Nc1ccc(NC(C)=O)cc1)C(=O)c1cccc(S(=O)(=O)N2c3ccccc3CC2C)c1 (centres undefined) ?
MT1-MMP act inh: -1; eLon inh: -4; Rpn11 inh: inactive; FAS TE block: -2; MsrA inh: 0.6; CSN inh: -6; MLLE-PAM2 inh: -30; bovine MsrA act: -3; Rin1 Abl inh: 3

Results for COc1ccc(C(=O)CSc2nnc(-c3ccco3)n2CC2CCCO2)cc1 (centres undefined) ?
MT1-MMP act inh: -8; eLon inh: -4; Rpn11 inh: inactive; FAS TE block: -3; MsrA inh: -0.5; CSN inh: 2; MLLE-PAM2 inh: 7; bovine MsrA act: -3; Rin1 Abl inh: -1

How did OCCNC(=S)Nc1ccc(Cl)c(Cl)c1 do in these assays?
MT1-MMP act inh: 5; eLon inh: -7; Rpn11 inh: inactive; FAS TE block: -5; MsrA inh: -0.1; CSN inh: -1; MLLE-PAM2 inh: 13; bovine MsrA act: -2; Rin1 Abl inh: 2

What do the screens show for `COCCNC(=O)C(c1ccc(Cl)cc1)N(CCOC)C(=O)CCC(=O)Nc1nccs1` (centres undefined)?
MT1-MMP act inh: 2; eLon inh: 8; Rpn11 inh: inactive; FAS TE block: -8; MsrA inh: 0.6; CSN inh: -4; MLLE-PAM2 inh: -8; bovine MsrA act: -3; Rin1 Abl inh: -2

Results for COc1ccc2sc(C)[n+](C)c2c1 ?
MT1-MMP act inh: 5; eLon inh: 4; Rpn11 inh: inactive; FAS TE block: -9; MsrA inh: 0.4; CSN inh: -1; MLLE-PAM2 inh: -61; bovine MsrA act: -2; Rin1 Abl inh: 0

Six compounds already listed, ordered by heavy-atom count, descending.
What do the screens show for `COc1ccc(OC)c2[nH]c(=O)c(CCNC(=O)C(=O)c3c[nH]c4ccccc34)cc12`?
MT1-MMP act inh: 3; eLon inh: -25; Rpn11 inh: inactive; FAS TE block: -13; MsrA inh: 1.1; CSN inh: 3; MLLE-PAM2 inh: 9; bovine MsrA act: -2; Rin1 Abl inh: 0

What do the screens show for `Cc1cc(=O)[nH]c(SCC(=O)Nc2nc(-c3ccccc3)c(-c3ccccc3)o2)n1`?
MT1-MMP act inh: 2; eLon inh: 5; Rpn11 inh: inactive; FAS TE block: -5; MsrA inh: 1.0; CSN inh: 4; MLLE-PAM2 inh: -5; bovine MsrA act: -11; Rin1 Abl inh: -2

Results for COc1ccc(C(=O)CSc2nnc(-c3ccco3)n2CC2CCCO2)cc1 (centres undefined) ?
MT1-MMP act inh: -8; eLon inh: -4; Rpn11 inh: inactive; FAS TE block: -3; MsrA inh: -0.5; CSN inh: 2; MLLE-PAM2 inh: 7; bovine MsrA act: -3; Rin1 Abl inh: -1

Results for COc1ccc(NC(=S)NNC(=O)Cn2nc(C(F)F)cc2C(F)F)cc1 ?
MT1-MMP act inh: -11; eLon inh: 0; Rpn11 inh: inactive; FAS TE block: -15; MsrA inh: 0.0; CSN inh: 7; MLLE-PAM2 inh: 11; bovine MsrA act: 0; Rin1 Abl inh: 2

What do the screens show for `Nc1cc(OC(=O)c2ccc(F)cc2)nn1S(=O)(=O)c1ccc(F)cc1`?
MT1-MMP act inh: -3; eLon inh: -3; Rpn11 inh: inactive; FAS TE block: 5; MsrA inh: 1.1; CSN inh: 3; MLLE-PAM2 inh: -12; bovine MsrA act: -3; Rin1 Abl inh: 1

Results for COc1ccc2sc(C)[n+](C)c2c1 ?
MT1-MMP act inh: 5; eLon inh: 4; Rpn11 inh: inactive; FAS TE block: -9; MsrA inh: 0.4; CSN inh: -1; MLLE-PAM2 inh: -61; bovine MsrA act: -2; Rin1 Abl inh: 0
